TCR CD3 inh = blocks the human TCR-CD3 interaction; 360,000 compounds, 0.37% hits; TAMRA-labeled TCR probe fluorescence, biochemical; inhibition, % at 9.4 µM; in the data active = inhibition above about 19%;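 note: recombinant mutant TCR 2C K166C tagged with TAMRA read by polarization; 0% = receptor in buffer alone and 100% = receptor with positive control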
rCAG RNA binder = r(CAG) repeat RNA binding; inhibition, % at 3 µM; 370,000 compounds, 1.3% hits; TO-PRO-1 dye displacement fluorescence;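 active = inhibition above the plate cutoff, the mean of all test compounds on that plate plus 3 SD, cut at about 35% in these data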;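 note: 0% = DMSO alone and 100% = 100 µM mitoxantrone as full dye displacement; higher means more dye released from RNA so lower well fluorescence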
HTRA1 inh = blocks human HTRA1 serine peptidase; recombinant HTRA1, FP-rhodamine activity-based probe, fluorescence polarization; Q92743; 340,000 compounds, 0.5% hits; AID 504803; inhibition, % at 5.96 µM; in the data active = inhibition above about 36%;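 note: 0% = enzyme with DMSO and 100% = wells lacking enzyme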
UHRF1 binding = UHRF1 methyl-DNA binding inhibition. inhibition, % at 4.4 µM. Q96T88. 370,000 compounds, 0.75% hits. UHRF1 binding to methylated oligo, TR-FRET. AID 687016; in the data active = inhibition above about 21%;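 note: UHRF1 SRA domain binding a hemimethylated CpG hairpin DNA probe; 0% = median of test compound wells and 100% = reference inhibitor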
ABHD4 inh = ABHD4 (mouse) inhibition, primary FP screen; purified mABHD4, FP-Rh probe fluorescence polarization; inhibition, % at 8.92 µM; 370,000 compounds, 0.54% hits; AID 720543;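 active = inhibition exceeding the mean over every tested compound plus 3 SD, cut at about 30% in these data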;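 note: 0% = plate median of compound wells and 100% = S159A mutant with DMSO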
Target sequence (Q8VD66 whole entry, looked up): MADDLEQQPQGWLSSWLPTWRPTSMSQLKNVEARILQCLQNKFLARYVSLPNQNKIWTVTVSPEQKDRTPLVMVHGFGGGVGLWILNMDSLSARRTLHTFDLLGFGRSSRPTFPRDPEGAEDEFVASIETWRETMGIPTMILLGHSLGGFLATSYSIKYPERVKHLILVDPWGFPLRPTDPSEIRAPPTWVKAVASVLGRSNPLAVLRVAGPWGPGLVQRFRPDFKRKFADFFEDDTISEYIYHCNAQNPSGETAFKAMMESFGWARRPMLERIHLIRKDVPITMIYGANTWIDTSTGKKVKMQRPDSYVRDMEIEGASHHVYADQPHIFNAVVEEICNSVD
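Assay system: wild-type mouse ABHD4 protein; compound: single nominal dose of 8.92 µM, 0.89% DMSO final; schedule: 45 min + 60 min at 25 °C; measured by: FP readout, ex 525 nm / em 598 nm; evaluation: % inhibition of FP-Rh probe binding versus controls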
MBD2 DNA inh = inhibitors of human MBD2 binding to methylated oligonucleotide; Q9UBB5; 370,000 compounds, 0.31% hits; TR-FRET; inhibition, % at 4.4 µM; in the data active = inhibition above about 13%
Target sequence (Q9UBB5 whole entry, looked up): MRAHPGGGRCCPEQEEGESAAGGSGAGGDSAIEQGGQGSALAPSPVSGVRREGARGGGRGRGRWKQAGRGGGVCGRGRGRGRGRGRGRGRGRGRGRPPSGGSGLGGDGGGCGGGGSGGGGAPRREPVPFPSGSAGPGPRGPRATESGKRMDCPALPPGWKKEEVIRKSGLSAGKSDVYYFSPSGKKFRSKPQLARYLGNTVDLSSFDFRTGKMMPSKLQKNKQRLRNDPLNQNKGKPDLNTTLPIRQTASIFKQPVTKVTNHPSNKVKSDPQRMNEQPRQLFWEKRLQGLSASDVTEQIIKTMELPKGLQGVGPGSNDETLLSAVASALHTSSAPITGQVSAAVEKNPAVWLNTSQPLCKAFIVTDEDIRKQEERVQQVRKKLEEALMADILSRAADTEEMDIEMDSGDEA
SIAE primary = blocks human sialic acid acetylesterase; 370,000 compounds, 0.69% hits; SIAE FP-Rh probe binding, fluorescence polarization; inhibition, % at 9.66 µM;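 active = inhibition above a cutoff: mean of compounds within the control limits plus 3 SD of those, cut at about 17% in these data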;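 note: 0% = plate median of compound wells and 100% = probe without SIAE protein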
GC-B act = GC-B (human) receptor activation. HEK293-GC-B cells, CNP EC30, cGMP TR-FRET; 0% at EC30 CNP, 100% saturating CNP. activation, % at 10 µM. 370,000 compounds, 0.11% hits;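 active = activation at 10 µM reaching about 35% in either raw or pattern-adjusted values, limit read from the data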
GC-A act = GC-A (human) enzyme activation; activation, % at 10 µM; P16066; 370,000 compounds, 0.14% hits; AID 1671463; HEK293 GC-A cells, cGMP TR-FRET, EC30 ANP; 0% at EC30 ANP, 100% saturating ANP; in the data active = activation above about 40%
PRMT1 inh = inhibitors of human PRMT1 | Q99873 | recombinant PRMT1, activity-based probe fluorescence polarization | inhibition, % at 2.79 µM | 370,000 compounds, 1.3% hits;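 active = inhibition above about 21% made by adding two undisclosed values, limit read from the data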
Starred values were filed as active, the others as inactive; . = not tested or not shown; & = joins results of further samples. Some of the compounds tested; rates above refer to the full screens.

SMILES | TCR CD3 inh | rCAG RNA binder | HTRA1 inh | UHRF1 binding | ABHD4 inh | MBD2 DNA inh | SIAE primary | GC-B act | GC-A act | PRMT1 inh
O=C(CN1C(=O)C(=O)c2ccccc21)c1ccccc1 | 0 | 2 | 9 | -3 | -6 | -5 | 2 | 1 | -14 | -2
Cc1cccc(C(=O)NCCNC(=O)c2ccco2)c1 | 7 | 1 | 12 | 1 | -7 | -7 | 6 | 2 | -1 | -3
Cn1cc([N+](=O)[O-])c(C(=O)Nc2ccc(-c3nc4ccccc4[nH]3)cc2)n1 | 3 | 5 | -15 | -1 | -6 | 2 | -6 | 1 | 5 | 1
COc1ccccc1NC(=O)C(C)OC(=O)CCNS(=O)(=O)c1ccc(C)c(C)c1 (stereo not given) | 6 | -4 | 0 | 2 | 2 | 5 | -7 | -12 | -3 | 2
COc1ccc(N(CC(O)CN2C(=O)NC(C)(C)C2=O)S(=O)(=O)c2ccc(C)cc2)cc1 (stereo not given) | 5 | 2 | -4 | 5 | 2 | -1 | 4 | 3 | 3 | 2
C=CCSc1nc2c(cnn2-c2ccccc2)c(=O)n1N | -1 | -5 | . | -2 | -4 | 2 | 0 | 4 | -2 | -4
CCOC(=O)c1cccc(NC(=O)c2ccc(NC(=O)c3ccco3)cc2)c1 | -1 | 0 | -20 | -2 | -31 | 2 | -31 | 2 | 4 | 0
CSc1ccc(Cl)c(C(=O)N2CCOc3ccccc32)c1 | 8 | -2 | -19 | -1 | -6 | -1 | 2 | -1 | -1 | -1
COC(=O)c1ccc(C(=O)Nc2ccc3c(c2)C(=O)NC3=O)cc1 | -1 | 9 | 2 | 16 | -3 | 3 | -35 | -2 | -3 | 8
CN(C)S(=O)(=O)c1ccc(/C(O)=C2/C(=O)C(=O)N(CCN3CCCCC3)C2c2cccnc2)cc1 (stereo not given) | 3 | 5 | -2 | -3 | 0 | -3 | -2 | 2 | 6 | 1
COc1cc(C(C)=O)ccc1OCC(O)CN1CCN(c2ccc(F)cc2)CC1 (stereo not given) | 4 | -1 | 0 | 1 | -7 | 5 | 0 | 1 | 0 | 4
COc1ccc(/C=C/c2c(-c3ccc(OC)cc3)oc3ccccc23)cc1 | 5 | 2 | 0 | -2 | 6 | -5 | -1 | -8 | 0 | -3
CSCC[C@@H](Nc1nc(-c2ccccc2)nc2c1oc1ccccc12)C(=O)O | 8 | 69* | -30 | 2 | -16 | -1 | -19 | -8 | -1 | -2
Cn1cccc1C(=O)N1CCN(c2cccc(C(F)(F)F)c2)CC1 | -1 | -4 | 7 | 1 | -2 | -4 | 7 | 3 | -1 | -3
Cc1noc(C)c1S(=O)(=O)N(C)CC(=O)NCc1ccccc1 | 4 | 4 | 5 | 0 | 5 | -1 | 3 | -4 | 1 | -1
CCOC(=O)C(=O)NC(C)c1ccccc1 (stereo not given) | -3 | 0 | 4 | 4 | 0 | 2 | -1 | -1 | 5 | 2
COc1cccc(-c2nc(Oc3cccc(C)c3C)c3ccccc3n2)c1O | 2 | -2 | 4 | 0 | -3 | -5 | 3 | 1 | 0 | -2
CCc1cc2c(=O)c(-c3nc(C)cs3)coc2cc1OC(C)C(=O)NCCO (stereo not given) | 0 | 0 | 2 | -3 | 1 | 2 | -4 | -1 | 6 | -1
CCOC(=O)c1c(C)[nH]c2ccc(O)cc12 | -5 | 0 | 2 | 0 | 15 | -1 | 2 | -2 | 0 | 1
COC(=O)c1ccc(COc2cccn3c(N(C)C(=O)CCC4CCCC4)c(C)nc23)cc1 | 3 | 2 | . | 9 | -11 | -3 | 6 | 4 | 2 | -3
COc1ccc(NS(=O)(=O)c2c(C(=O)N3CCCCCC3)c(C)n(C)c2C)cc1 | 9 | -7 | -3 | -3 | 5 | -1 | -2 | -3 | 0 | -6
O=S(=O)(c1ccc(NC(=S)N2CCCCC2)cc1)N1CCCCC1 | -1 | 2 | -10 | 1 | 4 | -3 | 12 | -3 | 0 | -3
O=C1c2cccnc2C(=O)N1CNc1ccc(Cl)cc1 | 0 | 1 | 8 | -2 | 0 | 1 | 1 | -1 | 0 | 4
O=C(NCc1cccnc1)c1cc(S(=O)(=O)N2CCOCC2)c(Cl)cc1Cl | 4 | -4 | 4 | -1 | 3 | 2 | 3 | 4 | 3 | 1
COc1ccc(N2C(=O)NC(NC(=O)C(C)(C)C)(C(F)(F)F)C2=O)cc1 (stereo not given) | 7 | -2 | 5 | 1 | -17 | 6 | -2 | -4 | -2 | 5
COc1cc(C(C)=O)ccc1OCC(=O)Nc1ccc(C)c(S(=O)(=O)N2CCCCCC2)c1 | -3 | 6 | -32 | -2 | -17 | 0 | -24 | 11 | 5 | 0
Cc1ccccc1NCc1ccccc1O | 7 | 3 | 11 | 14 | 3 | 6 | -1 | -3 | 6 | 3
CCOC(=O)c1sc(N(Cc2ccccc2)C(=O)CSc2ncn[nH]2)nc1C | 3 | 3 | -22 | 1 | -7 | 4 | -4 | -8 | -15 | 2
COc1cccc(Nc2nc3ccccc3nc2NS(=O)(=O)c2cccs2)c1 | 5 | 74* | 2 | -1 | 18 | 1 | 4 | 1 | 5 | 3
Cc1nonc1OCCn1c([N+](=O)[O-])cnc1C | 2 | 2 | 5 | -2 | -3 | 0 | 5 | -2 | 0 | -2
COc1ccc(Oc2cn[nH]c2-c2ccc(O)cc2O)cc1 | 4 | 4 | 6 | 3 | -3 | -2 | 19* | 7 | 23 | -6
Cc1c(Br)c([N+](=O)[O-])nn1CC(=O)Nc1nccs1 | 4 | 4 | -1 | -2 | 7 | -5 | -1 | 3 | 2 | 2
CCOc1cc(CNCc2ccncc2)cc(Cl)c1OC | 7 | -2 | 4 | 0 | -7 | -3 | -2 | 5 | -7 | 1
Cc1ccc(C(=O)C(C)OC(=O)CN2C(=O)NC3(CCCC3)C2=O)cc1 (stereo not given) | -2 | -4 | 3 | 2 | -1 | 1 | 5 | 0 | 1 | 1
O=c1cc(C(F)(F)F)oc2c1ccc1ccccc12 | -14 | 2 | 2 | 6 | -14 | 7 | -2 | -5 | -2 | 4
O=C(NCc1ccc(F)cc1)Nc1ccc(Cl)cc1 | -3 | 8 | -6 | 1 | -4 | 1 | -11 | 1 | 1 | -1
O=C(OC12CCCN(C1)/C(=C/c1cccc(Cl)c1)C2)C1CCCC1 (stereo not given) | . | 3 | . | 1 | 1 | -1 | 0 | -14 | 1 | 1
COc1ccc(N2C(=O)c3ccccc3NC2c2ccc(OC)c(CSc3ccccn3)c2)cc1 (stereo not given) | -2 | 2 | -3 | 1 | 5 | 0 | 0 | 11 | 0 | -1
COCCNC(=S)NNC(=O)c1cc(C2CC2)nc2ccccc12 | 11 | 2 | 9 | -2 | 3 | 0 | -6 | -4 | 5 | 0
COc1ccc(NC(=S)Nc2ccccc2)cc1 | 1&8 | -2&1 | 4&-3 | 0&0 | 1&2 | -2&2 | 10&7 | 7&1 | 0&7 | -4&-5

Entries of single compounds from above. Screens in order: TCR CD3 inh | rCAG RNA binder | HTRA1 inh | UHRF1 binding | ABHD4 inh | MBD2 DNA inh | SIAE primary | GC-B act | GC-A act | PRMT1 inh
Entry for `CN(C)S(=O)(=O)c1ccc(/C(O)=C2/C(=O)C(=O)N(CCN3CCCCC3)C2c2cccnc2)cc1` (stereo not given) : 3 | 5 | -2 | -3 | 0 | -3 | -2 | 2 | 6 | 1
Entry for `CCOC(=O)c1c(C)[nH]c2ccc(O)cc12` : -5 | 0 | 2 | 0 | 15 | -1 | 2 | -2 | 0 | 1

Next part.
SMILES | TCR CD3 inh | rCAG RNA binder | HTRA1 inh | UHRF1 binding | ABHD4 inh | MBD2 DNA inh | SIAE primary | GC-B act | GC-A act | PRMT1 inh
CCCOc1ccc(-c2nnn(CC(=O)Nc3cccc(C(=O)OC)c3)n2)cc1 | 7 | 2 | -2 | -2 | -4 | -1 | -30 | 5 | -1 | -4
CC(C)NS(=O)(=O)c1ccc(OCC(=O)Nc2ccccc2F)cc1 | 0 | 0 | -6 | 1 | -5 | -7 | 4 | -7 | 1 | 0
O=C(Nc1ccc(F)c(Cl)c1)C1CCCC1 | 2 | -3 | . | 0 | -5 | -5 | -2 | -1 | 5 | -8
Cc1ccc(NS(=O)(=O)c2ccc3c(c2)oc(=O)n3C)c(C)c1 | 4 | -5 | -2 | 2 | -4 | 5 | -5 | 3 | 6 | 2
CC(C(=O)Nc1nccs1)c1ccc([N+](=O)[O-])cc1 (stereo not given) | 3 | 4 | 3 | -1 | 5 | -4 | -3 | -2 | 1 | -1
O=C(O)CCC(=O)Nc1ccc(N2CCCCCC2)cc1 | -5 | -2 | 8 | -2 | 32* | -3 | 4 | 0 | -4 | 31*

Some of the entries so far, as comma-separated lines.
SMILES,TCR CD3 inh,rCAG RNA binder,HTRA1 inh,UHRF1 binding,ABHD4 inh,MBD2 DNA inh,SIAE primary,GC-B act,GC-A act,PRMT1 inh
Cn1cccc1C(=O)N1CCN(c2cccc(C(F)(F)F)c2)CC1,-1,-4,7,1,-2,-4,7,3,-1,-3
Cc1noc(C)c1S(=O)(=O)N(C)CC(=O)NCc1ccccc1,4,4,5,0,5,-1,3,-4,1,-1
CCOC(=O)C(=O)NC(C)c1ccccc1 (stereo not given),-3,0,4,4,0,2,-1,-1,5,2
COc1cccc(-c2nc(Oc3cccc(C)c3C)c3ccccc3n2)c1O,2,-2,4,0,-3,-5,3,1,0,-2

Screens: PubChem, several laboratories
